Assay outcomes deposited in PubChem BioAssay by ICCB-Longwood Screening Facility, Harvard Medical School.
PV pol inh: poliovirus RNA polymerase inhibition | 150,000 compounds, 0.66% hits | poliovirus polymerase elongation, fluorescence polarization; active compounds read low | P03300 | AID 588519 | % elongation, % (compound at 16.7 µg/mL); in the data active means % elongation below about 90%; further: some results filed as inactive read as strong as hits
Target sequence (P03300 1749-2209 limits assumed): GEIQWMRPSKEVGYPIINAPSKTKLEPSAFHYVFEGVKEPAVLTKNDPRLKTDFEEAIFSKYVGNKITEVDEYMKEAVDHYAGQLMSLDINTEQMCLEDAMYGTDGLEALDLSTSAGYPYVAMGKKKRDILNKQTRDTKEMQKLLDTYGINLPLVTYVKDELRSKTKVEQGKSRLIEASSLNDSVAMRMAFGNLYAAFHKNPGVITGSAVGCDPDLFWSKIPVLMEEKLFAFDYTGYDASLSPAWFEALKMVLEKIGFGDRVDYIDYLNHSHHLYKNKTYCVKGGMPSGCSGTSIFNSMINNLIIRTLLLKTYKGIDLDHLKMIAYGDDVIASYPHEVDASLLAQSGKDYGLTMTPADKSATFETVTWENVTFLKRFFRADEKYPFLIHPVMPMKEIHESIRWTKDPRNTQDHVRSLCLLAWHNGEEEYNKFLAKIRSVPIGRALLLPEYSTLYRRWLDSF
PV pol inh FP z-score: recorded beside PV pol inh, whose call it bears; z-score; measured here: FP z-score; hits read low
* marks the source's active call; other numbers are inactive results. Only part of the results is shown; rates above refer to the full screens.

Compound	PV pol inh	PV pol inh FP z-score
C[C@@H]1CC([C@H](O)CC2CC(=O)NC(=O)C2)C(=O)[C@@H](C)C1 (stereo partly drawn)	101	0.4
Cc1cc(C)n2nc(S(=O)(=O)Nc3ccccc3C)nc2n1	108	0.4
O=C(NC1CCCC1)c1c(O)nc2ccccn2c1=O	101	0.3
COC(=O)c1ccccc1NC(=O)[C@H]1O[C@@H]2OC(C)(C)O[C@@H]2[C@H]2OC(C)(C)O[C@H]21	103	-0.7
CCc1ccc(NC(=O)CC2C(=O)N(c3cccc(C)c3)C(=O)N2Cc2ccc(F)cc2)cc1 (stereo not drawn)	109	0.3
CCn1c(C2CC(=O)N(C(C)(C)C)C2)nc2ccccc21 (stereo not drawn)	103	0.3
Cc1cc(NC(=O)CSc2ccccc2)no1	98	-0.7
COc1ccc(-n2cc3c(c(C#N)c2=N)CC(C)(C)CC3=O)c(OC)c1	78	-8
COC(=O)c1sc(=S)n(-c2cc(OC)ccc2OC)c1N	98	-1.6
CC(C)(C)OC(=O)N1CCN(C(=O)c2ccc(Oc3cccnc3)o2)CC1	104	-0.2
Cc1cccc(-c2noc(CCCC(N)=O)n2)c1	102	0
O=C(CSc1n[nH]c(-c2ccccc2Cl)n1)NCc1ccc(F)cc1	109	0.2
Cc1nn(C2CCS(=O)(=O)C2)c(Cl)c1/C=C/C(=O)OCn1nnc2ccccc2c1=O (stereo not drawn)	101	-0.7
CC(=O)N/C(N)=N\c1nc(C)c2ccc(C)cc2n1	101	-0.2
O=C(CNC(=O)c1ccccc1F)OCc1nc2ccc(Cl)cc2n1CCO	106	0.6
COc1cc(NC(=O)Cn2cnc3c2c(=O)n(C)c(=O)n3C)c(OC)cc1Cl	102	-0.3
COc1ccccc1CNC(=O)COc1cc(=O)n(C)c2ccccc12	104	-0.3
CC(C#N)OC(=O)Cn1cc(C(F)(F)F)ccc1=O (stereo not drawn)	99	-0.1
COc1cccc(-n2c(SCc3ccc(F)cc3)nc3c([nH]c4ccccc43)c2=O)c1	111	0.9
c1ccc(-n2nnnc2NC2CCCCC2)cc1	102	-0.9
C=CCC1CCCCC12NC(=O)N(c1ccccc1)N2 (stereo not drawn)	104	0.7
CC(=O)c1cccc(S(=O)(=O)N2CCN(c3ccccc3F)CC2)c1	109	0.6
CC(C)(O)c1cn2ccccc2n1	102	-0.1
CCCC(NC(=O)c1ccc(Br)o1)c1nc2ccccc2[nH]1 (stereo not drawn)	101	-0.2
CCC(=O)Nc1cc(OC)c(OC)c(OC)c1	99	-1.5
COC(=O)c1ccc(NC(=O)CCn2cnnn2)c(C)c1	107	0.4
CCC(=O)N1c2ccc(S(=O)(=O)NCCc3ccccc3)cc2CC1C (stereo not drawn)	111	0.5
O=C(Cc1nc2ccccc2s1)c1ccc(O)cc1O	95	-0.7
C=CCN1C(=O)/C(=C/c2ccco2)S/C1=N/c1nccs1	101	-0.5
CCOc1ccc2nc(NCCNC(=O)c3cc(OC)c(OC)c(OC)c3)c(C#N)cc2c1	102	-0.3
N[n+]1cnn(CC(=O)c2ccc(Cl)cc2)c1	102	0.2
Cn1nnc2c(NCc3ccccc3)ncnc21	111	0.7
COc1ccc2c(CNC3CCCCCC3)c(C(=O)O)[nH]c2c1	101	-0.5
CCOC(=O)c1sc2ccccc2c1S(=O)(=O)NCc1ccccc1OC	105	-0.2
CCCN(CCC)Cn1nc(-c2ccc3c(c2)OCO3)oc1=S	105	0.3
COC(=O)[C@H](C)NC(=O)c1ccc(S(=O)(=O)N2CCOCC2)cc1	103	0
Cc1cc(C)cc(NC(=O)CCCn2c(=O)c3cccn3c3ccccc32)c1	111	0.8
O=C(O)c1cc(-c2ccc(N3CCOCC3)cc2)nn1-c1ccc(F)cc1	104	0.2
O=C(CNc1ccccc1N1CCCCC1)Nc1ccc(F)cc1Cl	106	0.4
CCOc1ccccc1NC(=O)CC(c1ccc(F)cc1)N1Cc2ccccc2C1=O (stereo not drawn)	105	-0.3
COc1cccc(N2CC(NC(=O)NC(C)(CO)CO)CC2=O)c1 (stereo not drawn)	100	-0.5
Cc1ccc(-c2csc3ncnc(NCCN4CCNC4=O)c23)cc1	104	0.3
Cc1ccc(C)c(-n2c(=O)c3ccccc3n3c(SCc4ccc(C#N)cc4)nnc23)c1	103	0.2
Cc1ccc(C(O)CSc2nnc(-c3ccc4ccccc4c3)n2C)cc1 (stereo not drawn)	101	-0.5
CCc1ccccc1NC(=O)CCC(=O)O	100	0.2
COc1cccc(-c2noc(NCCN3CCOCC3)n2)c1	100	-0.6
CC1=C(C(=O)Nc2ccc(C)cc2C)C(c2ccccc2F)n2nc(SCC(=O)c3ccc(C)cc3)nc2N1 (stereo not drawn)	110	0.7
O=C(c1cc(-c2ccco2)[nH]n1)N1CCN(c2cccc(Cl)c2)CC1	103	0.7
CCOC(=O)c1cc(OC(=O)c2cccc(F)c2)n(-c2ccccc2)n1	101	-0.2
COc1ccnc(CS(=O)c2nc3ccc(OC(F)F)cc3[nH]2)c1OC (stereo not drawn)	100	0.1

Five records drawn at random from those above, as already listed:
Compound	PV pol inh	PV pol inh FP z-score
CCc1ccccc1NC(=O)CCC(=O)O	100	0.2
Cc1ccc(-c2csc3ncnc(NCCN4CCNC4=O)c23)cc1	104	0.3
COc1ccc2c(CNC3CCCCCC3)c(C(=O)O)[nH]c2c1	101	-0.5
O=C(c1cc(-c2ccco2)[nH]n1)N1CCN(c2cccc(Cl)c2)CC1	103	0.7
Cc1ccc(C(O)CSc2nnc(-c3ccc4ccccc4c3)n2C)cc1 (stereo not drawn)	101	-0.5

(listing goes on)
Compound	PV pol inh	PV pol inh FP z-score
CC(=O)O/N=C(\N)c1ccc(-c2csnn2)cc1	102	-0.1
CCn1nc(C(=O)OCCCCN2C(=O)c3ccccc3C2=O)c2ccccc2c1=O	104	0.1
O=C1c2ccccc2NC(c2ccco2)N1O (stereo not drawn)	101	-0.1
Cc1ccc2c(c1)C1CN(C)CCC1N2C(=O)c1ccc(Br)cc1 (stereo not drawn)	105	0.4
CCn1cc(S(=O)(=O)c2cccc(C)c2)c(=O)c2cc(F)c(N3CCN(c4ccccc4)CC3)cc21	107	-0.1
Cc1nc2cc(N3CCN(C)CC3)c(NC(=O)C3CC3)cc2c(=O)n1Cc1ccccc1	104	0.6
CN1C(=O)c2ccccc2C(C(=O)NCCCN2CCCC2=O)C1c1cn(C)c2ccccc12 (stereo not drawn)	98	-1.1
O=C(CSc1nc(=O)n(Cc2ccco2)c2c1CCC2)NCc1ccc(F)cc1	106	0.1
Cc1cccc(Nc2cc(C)nc3nc(Cc4ccc(Cl)cc4)nn23)c1	110	0.9
COc1ccc(S(=O)(=O)N2C3CCC2CC(NC(=O)NC2CCCCC2)C3)cc1 (stereo not drawn)	102	0.1
Cc1cc(S(=O)(=O)C(CNC(=O)COc2ccccc2)c2cccs2)ccc1F (stereo not drawn)	109	0.6
CCOc1ccccc1NC(=O)CSc1c(C)cnc2c1c(=O)n(C)c(=O)n2C	101	-0.9
NNC(=O)c1cc(=S)nc[nH]1	97	-1.1
O=C(CCc1nc2ncccc2c(=O)n1Cc1ccccc1Cl)N1CCN(c2ccccc2)CC1	104	0.5
CCOC(=O)c1noc2nc(C)n(CC(=O)Nc3ccccc3F)c(=O)c12	104	-0.7
COc1cccc(OC)c1C(=O)Nc1cccc(-c2cn3ccsc3n2)c1	104	-0.8
Cc1nc(CCNS(=O)(=O)c2cccs2)cs1	103	0.2
Cc1cnc2c(c1SCC(=O)NC1CCCC1)c(=O)n(C)c(=O)n2C	103	0.1
COc1ccc2c(C)cc(N3CCC(C(N)=O)CC3)nc2c1	123	1.8
Cc1ccc(N2C(=O)/C(=C/N(C)C)c3ccccc3C2=O)cc1	90	-0.8
Cc1sc2ncn(CC(=O)N(C)c3cccc(C(F)(F)F)c3)c(=O)c2c1S(=O)(=O)N1CCN(c2ncccn2)CC1	106	0.4
Cc1oc(C(C)(C)C)cc1C(=O)C(C#N)=C1SCCS1	104	-0.1
COc1cccc(CN2C(=O)C3(SCC(=O)N3c3ccc(F)cc3)c3ccccc32)c1 (stereo not drawn)	97	-1.5
COc1cccc(CNC(=O)C(=O)NCC(c2ccco2)S(=O)(=O)c2ccccc2)c1 (stereo not drawn)	99	-1.8
Cc1cc(=O)n2nc(C)sc2n1	100	-0.3

Part of the list above in order of SMILES length, lowest first:
Compound	PV pol inh	PV pol inh FP z-score
Cc1cc(=O)n2nc(C)sc2n1	100	-0.3
Cc1ccc2c(c1)C1CN(C)CCC1N2C(=O)c1ccc(Br)cc1 (stereo not drawn)	105	0.4
CCn1nc(C(=O)OCCCCN2C(=O)c3ccccc3C2=O)c2ccccc2c1=O	104	0.1

(cont.)
Compound	PV pol inh	PV pol inh FP z-score
CN(C)/C=N/S(=O)(=O)c1ccc(Cl)c(Cl)c1	108	0.7
COc1ccc(N2CCN(C(=O)c3ccc(Nc4nc5ccccc5n5nnnc45)cc3)CC2)cc1	101	-1.1
O=C(NCc1cccc(F)c1)C1CC(O)CN1C(=O)Nc1ccccc1 (stereo not drawn)	101	-0.1
O=C(NCCc1nc2ccccc2n1Cc1ccccc1F)c1ccc(F)cc1	108	0.8
Cc1cc(OC(=O)c2cccs2)n(Cc2ccc(Cl)cc2Cl)n1	101	-0.5
CSc1cccc(NS(=O)(=O)c2cc3[nH]c(=O)c(=O)[nH]c3cc2C)c1	99	-0.6
COc1ccc(-c2noc(N3CCCC(C(=O)N(C)c4cccc(C(F)(F)F)c4)C3)n2)cc1 (stereo not drawn)	100	-0.6
O=c1c2ccccc2c(/C=N/c2ncn[nH]2)c(O)n1Cc1ccccc1	102	0
COC(=O)c1cc(OC(=O)C23CC4CC(CC(C4)C2)C3)n(C)n1	104	0.6
N#CCN1CCn2c3c(c4cc(C5CCCCC5)ccc42)CCCC31 (stereo not drawn)	103	0.3
Cc1c(C(=O)Nc2cccc(Cl)c2)sc2nc3n(c(=O)c12)N=C(c1cccc(Br)c1)CS3	101	-1.2
O=C(O)c1ccc(-c2nnco2)cc1	101	0.1
COc1ccc(-n2nc(C(=O)NCc3ccc(C)cc3)c3c4ccccc4n(C)c3c2=O)cc1Cl	103	0.5
CN1C(=O)/C(=C\c2ccc3c(c2)OCO3)SC1=S	103	0.4
CN(c1ccccc1)S(=O)(=O)c1nnc(NC(=O)c2ccccc2)s1	111	0.7
CCCNCC(=O)Nc1ccccc1C	101	-0.3
O=C(Cn1c(=O)nc(-c2ccccc2F)c2cc(Cl)ccc21)Nc1ccccc1C(F)(F)F	108	0.3
Cc1cccc(NC(=O)C2CCN(c3nc4ccccc4[nH]3)CC2)c1C	108	0.3
COc1cc(NC(=O)N2CCSc3ccccc32)cc(OC)c1OC	105	-0.7
CCOc1nc2cccnc2n(C(C)C(=O)N(CC)c2cccc(C)c2)c1=O (stereo not drawn)	99	-1.5
COC(=O)Cc1cc(=O)[nH]c(=S)[nH]1	102	-0.1
CNC(=O)c1ccc(-c2nc(CN3CCc4ccccc43)c(C)o2)cc1	111	1.1
Nc1nc2cc3c(cc2s1)OCO3	102	0
CCC1CN(C(=O)N2CCC(C(=O)N3CCN(c4ccc(F)cc4)CC3)CC2)c2ccccc2O1 (stereo not drawn)	109	0.4
Cc1cccc(CSc2nc(=O)c3c(n2C)NC(=O)CC3c2cccc(O)c2)c1 (stereo not drawn)	102	-1.1
Cc1ccc(S(=O)(=O)NCCO)cc1-c1nnc2c3ccccc3c(C)nn12	102	0
Cc1csc(NC(=O)c2sc3cc(F)ccc3c2Cl)n1	94	-2.8
CCc1ccc2occ(CC(=O)N(Cc3ccccc3)C3CCS(=O)(=O)C3)c2c1 (stereo not drawn)	122	0.5
O=C(OCc1cc(=O)oc2cc(O)ccc12)C1CC2CCCC(C1)C2=O (stereo not drawn)	109	0.6
O=S(=O)(c1ccc2oc(-c3cccnc3)nc2c1)c1ccc2oc(-c3cccnc3)nc2c1	105	0.8
CC12CCCCC1C1(C=CC(=O)C=C1)C(c1ccccc1)=N2 (stereo not drawn)	100	-0.7
COc1ccc(-c2noc(CN(C(=O)Nc3ccc(C)cc3)C(C)C)n2)cc1	103	1
O=C(O)C(c1c(O)c2ccccc2oc1=O)c1c(O)c2ccccc2oc1=O	99	-0.5
c1ccc(Oc2ccc(-n3cnnn3)cc2)cc1	109	0.8
CC(C)C(NC(=O)COc1ccc(Br)cc1)C(=O)O (stereo not drawn)	100	-0.2
Cc1cc(C)c2c(N=CN(C)C)c(C(=O)N3CCN(c4ncccn4)CC3)sc2n1	104	0.5
CCCNC(=O)NC1CCN(c2nc3ccccc3s2)CC1	100	-0.9
COc1ccccc1N1CCN(C(=O)c2cc3c(=O)n(Cc4cccnc4)ccc3nc2C)CC1	105	-0.1
O=C(COCc1cc(-c2cccs2)on1)Nc1ccc(OC(F)(F)F)cc1	110	0.6
CNC(=O)CCCc1nc(-c2ccc(OC)cc2)no1	100	-0.9
COC(=O)CNC(=O)C1CC1	99	-0.4
Cc1cccc(C)c1-n1nnnc1SCc1cc(Cl)c2c(c1)OCCO2	100	-0.2
CN(C(=O)c1c[nH]c2ccc(S(=O)(=O)N3CCC4(CC3)OCCO4)cc2c1=O)C1CCCCC1	102	0
S=C(Nc1ccccn1)c1ccccc1	102	0.2
CN(c1ccc(F)cc1)S(=O)(=O)N1CCCC(C(=O)NCc2ccccc2Cl)C1 (stereo not drawn)	113	1.2
O=C(NCCc1csc2nc(-c3ccc(F)cc3)nn12)c1ccco1	107	-0.1
c1ccc(N=C2CCCC2)nc1	102	0.2
CCC(=O)N1CCc2cc(S(=O)(=O)NCc3ccc(C)cc3)ccc21	113	0.3
